Rat MKP-3 inhibitors – MKP-3 phosphatase inhibitors, primary screen, biochemical, rat enzyme, in vitro (AID 425); actives 0.17% (n = 110,000); inhibition, % at 20 µM, or IC50 in µM where a hit was titrated; recombinant MKP-3 phosphatase activity, fluorescence; higher % means a stronger effect; in the data active means inhibition above about 50%;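 further: plate controls were vehicle for no effect and reference inhibitor for full effect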
Hsp70 displacement – Hsp70 inhibitors, probe displacement, primary screen, biochemical, fluorescence polarization (AID 583); Hsp70 fluorescence polarization probe displacement, mP; higher % means a stronger effect; actives 0.06% (n = 140,000); one-dose displacement, % at 20 µM; IC50 in µM for titrated hits; in the data active means displacement above about 50%;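 further: plate controls were vehicle for no effect and reference ligand for full effect; a part of the inactive calls stands beside numbers as strong as those of hits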
* hit, by the source's call; nt = not tested or not shown; & = joins results of further samples. These rows are one share of the data; rates above refer to the full screens.

The opening 2 records, to show the layout:
item	Molecule	Rat MKP-3 inhibitors	Hsp70 displacement
1	O=C(Nc1ccc(N2C(=O)c3ccccc3C2=O)cc1Cl)c1ccc(Cl)cc1Cl	-3%	-2.8%
2	Cc1cc(C(=O)CSc2nnc(-c3ccc(F)cc3)o2)c(C)n1CC1COc2ccccc2O1 (stereo not given)	nt	-1.0%

This part in full (from the top)
item	Molecule	Rat MKP-3 inhibitors	Hsp70 displacement
1	O=C(Nc1ccc(N2C(=O)c3ccccc3C2=O)cc1Cl)c1ccc(Cl)cc1Cl	-3%	-2.8%
2	Cc1cc(C(=O)CSc2nnc(-c3ccc(F)cc3)o2)c(C)n1CC1COc2ccccc2O1 (stereo not given)	nt	-1.0%
3	CCOc1ccc2nc(NC3=NCCC(=O)N3)nc(C)c2c1	3%	0.3%
4	Cc1cc(OCCN2CCOCC2)nc2ccccc12	1%	1.0%
5	COc1cc(-c2nc3oc4ccccc4c(=O)c3c(=O)n2Cc2ccco2)cc(OC)c1OC	-3%	-5.2%
6	Cc1cccc(S(=O)(=O)c2c(N)n(Cc3ccco3)c3nc4ccccc4nc23)c1	1%	5.7%
7	O=C1Nc2ccc(Br)cc2C12NN=C(c1ccccc1)S2 (stereo not given)	3%	10%
8	CCc1ccccc1N(CC(=O)Nc1cccc(Br)c1)S(C)(=O)=O	-2%	1.8%
9	C#CCSc1nc2c(cc1C#N)CCC2	6%	0.4%
10	CC(=O)CSc1nnc(-c2ccc(S(=O)(=O)N3CCC(C)CC3)cc2)o1	nt	-1.1%
11	CCC(=O)N1CCN(c2cc(C)c(C(C)=O)cc2F)CC1	3%	0.0%
12	Nc1cc(-c2cccc(Br)c2)nn1-c1ccccc1	-4%	1.4%
13	Cc1cc(C)n(-c2ccc(C(=O)Nc3cc(C(F)(F)F)ccc3N3CCOCC3)cc2)n1	nt	0.5%
14	Cc1ccc(N=Cc2c(O)n(-c3ccccc3Cl)c(=O)[nH]c2=O)cc1	-2%	0.6%
15	COc1cc(C(=O)OC2CCN(C)CC2)cc(OC)c1OC	-7%	1.5%
16	COc1ccc(CCNC(=O)c2c(O)c3c([nH]c2=O)CCCC3)cc1	-4%	nt
17	O=C(c1ccc2c(=O)n(-c3ccccc3)c(=O)[nH]c2c1)N1CCN(c2ccc(F)cc2)CC1	-6%	-2.1%
18	O=C(CCc1ccccc1)Nc1nc(-c2ccccc2)cs1	4%	-0.4%
19	COc1ccc(N(C(=O)c2ccco2)S(=O)(=O)c2cc(OC)ccc2OC)cc1	5%	4.6%
20	CCOC(=O)C1=C(O)/C(=C/c2ccc(N(C)C)cc2)SC1=Nc1cccc2ccccc12	0%	-4.5%
21	Cc1ccc(C(=O)Nc2ccc(C(=O)O)cc2)cc1S(=O)(=O)N1CCCCC1	2%	-1.1%
22	O=C(O)CSC1CC(=O)N(c2ccc(Cl)cc2)C1=O (stereo not given)	-12%	2.5%
23	O=C(CN1CCCCC1)Nc1ccccc1-c1ccccc1	nt	1.0%
24	CC(NC(=O)c1cc2sccc2n1C)c1ccc2c(c1)OCCO2 (stereo not given)	-6%	-7.1%
25	COc1cccc(C2CC(c3ccc(C)cc3)n3nc(N)nc3N2)c1 (stereo not given)	-2%	4.2%
26	CC1CCN(CCOCCOc2c(Cl)cc(Cl)cc2Cl)CC1	1%	0.2%
27	Cn1c(NCc2ccco2)nc2c1c(=O)n(Cc1ccc(Cl)cc1)c(=O)n2C	3%	5.2%
28	C=CCc1c(C)nc(SC)nc1Nc1ccc(C(=O)O)cc1	0%&3%	5.3%&-7.9%
29	CCN(CC)CCCCOc1c(C)ccc(C)c1C	2%	2.2%
30	CCOC(=O)c1ccc(NC(=O)CN2C(=O)CNC2=O)cc1	nt	-1.1%

Structures shown so far containing an NH in an aromatic ring, in the order listed:
item	Molecule	Rat MKP-3 inhibitors	Hsp70 displacement
14	Cc1ccc(N=Cc2c(O)n(-c3ccccc3Cl)c(=O)[nH]c2=O)cc1	-2%	0.6%
16	COc1ccc(CCNC(=O)c2c(O)c3c([nH]c2=O)CCCC3)cc1	-4%	nt
17	O=C(c1ccc2c(=O)n(-c3ccccc3)c(=O)[nH]c2c1)N1CCN(c2ccc(F)cc2)CC1	-6%	-2.1%

(continued)
item	Molecule	Rat MKP-3 inhibitors	Hsp70 displacement
31	O=C(c1ccco1)N1CCN(C(=O)c2cc(-c3ccccc3)nc3ccccc23)CC1	nt	-1.3%
32	CC(C)CC(C(=O)Nc1ccc2c(c1)OCCO2)N1C(=O)c2ccccc2C1=O (stereo not given)	-5%	-4.2%
33	CCOCCc1nnc(NC(=O)COC)s1	-16%	1.3%
34	CCOc1cc(N2CCOCC2)c(OCC)cc1NC(=O)c1ccc(=O)n(Cc2ccccc2)n1	-10%	9.1%
35	CCCc1[nH]nc2c1C(c1cc(OC)ccc1F)C(C#N)=C(N)O2 (stereo not given)	-1%	3.4%
36	COc1ccc(C(C[N+](=O)[O-])c2c[nH]c3ccccc23)cc1 (stereo not given)	0%	1.3%
37	N#C/C(=C/c1ccccc1[N+](=O)[O-])C(=O)Nc1ccc(Cl)cc1	1%	4.5%
38	CS(=O)(=O)N(Cc1cc2ccccc2[nH]c1=O)C1CCCCC1	-2%	3.6%
39	O=C(CN1C(=O)CC(c2ccccc2)=Nc2ccccc21)NCc1ccco1	-3%	2.0%
40	COC(=O)c1cc(-c2c(C)oc3cc(OC(C)C)ccc3c2=O)c(C)o1	-18%	1.6%
41	CCOC(=O)COc1c(Cl)cc(/C=C2\C(=O)NC(=O)N(c3ccc(C)cc3)C2=O)cc1Cl	2%	0.0%
42	CCC(Sc1nc2ccccc2[nH]1)C(=O)Nc1cc(C)on1 (stereo not given)	0%	-0.3%
43	COc1ccc(CCNC(=O)CSc2nc(C)nc3c2c(=O)n(C)c(=O)n3C)cc1OC	-9%	1.5%
44	COc1cccc(NC(=O)N2CCN(C(=O)C(Cc3ccc(OC)c(OC)c3)NC(C)=O)CC2)c1 (stereo not given)	-13%	1.1%
45	COc1ccccc1-c1nn2c(C(F)(F)F)nnc2s1	-10%	0.3%
46	Cc1ccccc1S(=O)(=O)N=C1C=CC(=O)C(Cl)=C1	3%	1.1%
47	Cc1cc(=O)[nH]c(SCc2nc3ccccc3s2)n1	1%	3.2%
48	CCC(=O)N1CCc2cc(S(=O)(=O)NC(C(=O)NCc3ccc(F)cc3)C(C)C)ccc21 (stereo not given)	-2%	-3.7%
49	N#Cc1nc(COc2ccccc2)oc1N1CCOCC1	0%	-1.1%
50	CC(=O)Nc1ccc(-c2nnn(CC(=O)c3ccccc3)n2)cc1Cl	0%	3.7%
51	CN(C)c1ccc(NC(=O)Cn2cc3c(n2)CCCC3)cc1	-1%	0.6%
52	Fc1ccc(OCc2nc(-c3ccc(Br)o3)no2)c(F)c1	0%	-0.8%
53	Cc1cccc(NC(=O)c2snc3c(=O)[nH]cnc23)c1	2%	0.7%
54	COc1cc(C(=O)NC(NC(=S)N2CCOCC2)C(Cl)(Cl)Cl)cc(OC)c1OC (stereo not given)	2%	-3.6%
55	CCCSc1nc(N2CCCC2)c2c(c1C#N)CC(C)(C)OC2	0%	3.7%
56	COc1cc(/C=c2\sc3n(c2=O)C(c2c(OC)ccc4ccccc24)C(C(C)=O)=C(C)N=3)cc(OC)c1OC (stereo not given)	4%	2.1%
57	COc1cc(C(=O)Nc2ccc(S(=O)(=O)Nc3onc(C)c3C)cc2)cc(OC)c1OC	2%	-2.3%
58	CCOc1ccc(-c2[nH]nc3c2C(c2ccc4c(c2)OCO4)C(C#N)=C(N)O3)cc1OC (stereo not given)	-11%	1.5%
59	Cc1cc(C)nc(/N=C(\N)N2CCc3ccccc3C2)n1	2%	-3.9%
60	O=C(COC(=O)CNS(=O)(=O)/C=C/c1ccccc1)NC1CCS(=O)(=O)C1 (stereo not given)	-2%	-2.8%
61	CCOC(=O)C1=C(C)NC(=O)C1CC(=O)Nc1ccccc1 (stereo not given)	-4%	-4.8%
62	CCOC(=O)C1=C(O)/C(=C/c2cccc(OC)c2)SC1=Nc1ccccc1	4%	-4.2%
63	Cn1c(Cc2c[nH]c3ccccc23)n[nH]c1=S	nt	7.2%
64	O=S(=O)(NCCc1ccccc1)c1cccc(S(=O)(=O)N2CCOCC2)c1	-5%	-3.3%
65	Nn1c(SCC(=O)Nc2ccc(F)cc2)nnc1-c1cccnc1	-9%	-3.9%
66	O=C(Nc1ccc(N2CCOCC2)cc1)c1ccccc1F	-2%	-3.2%
67	O=C(O)C1C(C(=O)Nc2cccc(Cl)c2)C2C=CC1C21CC1 (stereo not given)	0%	2.6%
68	O=C(Nc1nc2ccc3ccccc3c2s1)c1ccc(C(=O)c2ccccc2)cc1	6%	-1.3%
69	C/C(NCCCN1CCOCC1)=C(\C#N)C(=O)NCc1ccccc1	3%	-0.9%
70	CC(=O)Nc1nonc1-c1nc2ccccc2n1CCC#N	-14%	-4.2%
71	Cc1cc(C)cc(N(CC(=O)NCc2cccnc2)S(C)(=O)=O)c1	1%	0.8%
72	Cc1cccn2c(=O)c(/C=C3\SC(=S)N(CCc4ccccc4)C3=O)c(NCCCn3ccnc3)nc12	2%	-6.2%
73	CC(=O)NC1CC2CCCC(C1)N2C(=O)Nc1ccccc1 (stereo not given)	nt	7.1%
74	Cc1noc(C)c1C(=O)N1CCCC1	nt	8.8%
75	CC(C)C(c1nnnn1Cc1ccc(F)cc1)N1CCN(C2CCCCC2)CC1 (stereo not given)	1%	-7.2%
76	Cc1csc(SCC(=O)O)n1	-11%	-9.3%
77	Cc1nc2ccccc2c(=O)n1NC(=O)Cc1ccccc1	nt	2.7%
78	CCn1c(=O)cc(SCC(=O)NCc2ccccn2)c2ccccc21	-10%	36%
79	CCCOc1ccc(N2C(=O)CC(N(C(=O)c3ccco3)c3ccc(OCCC)cc3)C2=O)cc1 (stereo not given)	nt	-1.3%
80	c1ccc2c(c1)ncn2CCn1cnc2ccccc21	-2%&4%	-3.0%&3.0%
81	CN1CCN(Cn2c(O)c(N=NC(=O)CSc3nc4ccccc4o3)c3ccccc32)CC1	-3%	0.6%
82	CC1(C)OC2OC(COC(=O)c3ccccc3Cl)C3OC(C)(C)OC3C2O1 (stereo not given)	1%	-5.6%
83	O=[N+]([O-])c1cc(S(=O)(=O)Nc2ccc(O)c(Br)c2)ccc1Cl	-5%	-1.7%
84	O=c1n(-c2ccccc2)c(=O)n(Cc2ccccn2)n1Cc1ccccn1	2%	5.2%
85	CCN(CC#CCC(O)(c1ccccc1)C1CCCC1)C(C)C (stereo not given)	nt	-3.4%
86	COC(=O)c1ccc(NC(=O)COc2ccccc2C(C)C)cc1	2%	1.9%
87	Cn1c(=O)c2c(nc(N3CCCCC3)n2CCSc2nc3ccccc3o2)n(C)c1=O	-17%	3.8%
88	CC(Cc1cccs1)NC(=O)NC1CCCCC1 (stereo not given)	2%	2.6%
89	CC(C)(Cc1nc2ccccc2[nH]1)C(=O)O	nt	5.0%
90	COC(=O)CN(c1ccccc1)S(=O)(=O)c1ccccc1	-2%	-3.8%

Next structures follow:
item	Molecule	Rat MKP-3 inhibitors	Hsp70 displacement
91	COC(=O)c1[nH]c2cccc(OC)c2c1NC(=O)CCN1CCC(C)CC1	-11%	-4.5%
92	CC1(C)CC(=O)c2nc(NC(=O)Cc3ccc(Cl)cc3)ncc2C1	2%	-4.5%
93	C/C(O)=C(/C(=O)Nc1ccccc1[N+](=O)[O-])c1ccccc1	0%	-3.5%
94	CCCc1cc(C(=O)OC)c(NC(=O)/C=C/C(=O)O)s1	2%	-5.5%
95	CCOc1cccc(C2C(C#N)=C(N)Oc3cc(C)oc(=O)c32)c1OCC (stereo not given)	-4%	-6.1%
96	COCCN1C(=O)C(=O)/C(=C(/O)c2ccccc2)C1c1ccc2c(c1)OCO2 (stereo not given)	2%	2.1%
97	Cc1ccc(C(=O)Nc2nc3ccccc3n2CCN2CCCC2)cc1	-2%&4%	-3.7%&0.9%
98	CCC1(C)Cc2c(sc3c2c(=O)n(C)c2nnc(SCC(=O)c4ccc(Cl)cc4)n32)CO1 (stereo not given)	-2%	4.5%
99	O=C(O)CCCCCNC(=O)c1ccccc1	nt	6.1%
100	O=C(O)c1cccc(C(=O)Nc2cccc(NC(=O)C3CCCO3)c2)c1 (stereo not given)	4%	2.9%
101	Cn1c(=O)[nH]c(=O)c2c1nc(N1CCN(Cc3ccccc3)CC1)n2CCCc1ccccc1	-3%	0.6%
102	O=S(=O)(c1cccc(-c2nnc(SCc3nc4ccccc4s3)o2)c1)N1CCOCC1	-14%	-13%
103	O=C(CN(CC1CCCO1)C(=O)CNS(=O)(=O)c1ccccc1)NCc1ccccc1 (stereo not given)	-19%	3.0%
104	CC12C=CC3(O1)C(C(=O)N(c1cccnc1)C3C(=O)NC1CCCCC1)C2C(=O)Nc1ccccc1 (stereo not given)	6%	0.3%
105	CCOc1ccccc1N=c1oc2cc(O)ccc2cc1C(=O)NCC1CCCO1 (stereo not given)	nt	-4.2%

Some values from the list:
O=C(c1ccco1)N1CCN(C(=O)c2cc(-c3ccccc3)nc3ccccc23)CC1 @ Hsp70 displacement = -1.3%
O=C(Nc1ccc(N2CCOCC2)cc1)c1ccccc1F @ Hsp70 displacement = -3.2%

Later entries.
item	Molecule	Rat MKP-3 inhibitors	Hsp70 displacement
106	O=C(CC1(O)C(=O)Nc2cc(Cl)cc(Cl)c21)c1ccncc1 (stereo not given)	0%	2.8%
107	Cc1cccc(CS(=O)(=O)Cc2ccc(C(=O)NCCCN3CCCC3)o2)c1	nt	2.4%
108	Cc1c(NC(=O)COC(=O)c2cc3c4ccccc4n(C)c3s2)c(=O)n(-c2ccccc2)n1C	-15%	-2.3%
109	CC1=NN(c2ccc(S(N)(=O)=O)cc2)C(=O)/C1=C\c1ccc(-c2ccc(Cl)c(C(=O)OC(C)C)c2)o1	4%	3.4%
110	COc1ccc(-c2ccc(-c3nnc(-c4cc(OC)ccc4OC)o3)cc2)cc1	-8%	3.7%
111	CCCCCCCCCCNC(=O)CCn1[nH]c(=O)c2ccccc2c1=O	nt	-3.1%
112	O=C(NC(=S)NCCc1ccccc1)c1ccccc1	-1%	5.8%
